Mm-Cpn inhibitor = M. maripaludis TRiC chaperonin inhibition. 330,000 tested, 0.031% active. Potency, µM (top dose mostly 76.9 µM), without a hit: top-dose activity, negative = inhibition, hits mostly inhibitors. purified Mm-Cpn ATPase, ADP Transcreener TR-FRET; also: potency is read from the fitted curve at half-maximal effect; % is scaled to controls: 0 for no effect and ±100 for the full control effect; nearly all actives have a fitted effect of over 80% in size
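Inhibition of chaperonin ATP hydrolysis is measured as reduced ADP production, detected by competitive TR-FRET in which signal falls with ADP. Final enzyme 25 nM and ATP 10 uM, reacted 30 min at 37°C.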
Nrf2 block = Nrf2 pathway inhibition; Potency, µM (top dose mostly 46 µM), for the others: top-dose activity change, negative = inhibition, actives largely listed as inhibitors; 360,000 tested, 2.1% active; A549 ARE-Fluc reporter, luciferase luminescence, 18-24 h; AID 504444; also: potency is read from the fitted curve at half-maximal effect; % is scaled to controls: 0 for no effect and ±100 for the full control effect; nearly all actives have a fitted effect of over 60% in size
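In this cell-based qHTS, ARE-driven firefly luciferase in A549 cells reports Nrf2 activity; the luminescent signal after BugLite lysis is the measured value, with a prior CellTiter-Fluor read for cell health.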
TGFb SMAD3 inh = blocks TGF-b signaling | AID 588855 | Potency, µM (doses to about 46.1 µM), without a hit: at the highest dose activity, negative = inhibition, actives largely listed as inhibitors | HepG2 CAGA-GFP TGF-b/SMAD3 reporter, GFP fluorescence, 18 h; TGF-beta stimulated, 500 pg/mL final | 410,000 tested, 1.2% active; also: potency is read from the fitted curve at half-maximal effect; % is scaled to controls: 0 for no effect and ±100 for the full control effect; nearly all actives have a fitted effect of over 65% in size
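Cell-based qHTS in HEPG2 carrying a CAGA-GFP Smad reporter; compounds added before 500 pg/mL final TGF-beta, 18 h incubation at 37 degrees C, GFP fluorescence quantified per cell by imaging cytometry.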
Nrf2 ARE act = activates Nrf2 signaling; AREc32 ARE-luciferase reporter (MCF7-derived line), luminescence, 24 h; Potency, µM (doses to about 46.1 µM), inactives show top-dose activation, usual class: activators; 410,000 tested, 0.31% active; also: potency is read from the fitted curve at half-maximal effect; % of control where 0% means no effect; nearly all actives have a fitted effect of over 65% in size
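Luminescent ARE reporter assay in AREc32_Fluc cells: overnight plating at 37 deg C, 24 hr compound incubation, Steady-Glo added, 30 min RT before reading.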
HepG2 tox = kills HepG2 cells in TGF-b inhibitor counter-screen; Potency, µM (top dose mostly 46.1 µM), for the others: top-dose activity change, negative = cytotoxicity, actives largely listed as cytotoxic; 410,000 tested, 0.76% active; AID 588856; HepG2 CAGA-GFP viability, ATP luminescence, 18 h; also: potency is read from the fitted curve at half-maximal effect; some results filed as inactive show a strong effect at the top dose
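CellTiter-Glo luminescence gave cytotoxicity after 18 hours at 37 degrees C. The cells were HepG2 CAGA-GFP in 1% FBS DMEM, stimulated with 500 pg/mL TGF-beta after compound addition. %Activity was normalised to no-cell wells (complete cell-killing) and DMSO (no toxicity), and curves were fitted and classified.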
A549 tox = counter-screen for Nrf2 inhibitors: cytotoxicity in A549 cells. 390,000 tested, 0.16% active. Potency, µM (highest dose often 46 µM), for the others: top-dose activity change, negative = cytotoxicity, hits mostly inhibitors. A549 ARE-Fluc cells, CellTiter-Fluor viability, 18-24 h; also: potency is read from the fitted curve at half-maximal effect; % is scaled to controls: 0 for no effect and ±100 for the full control effect
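A549 ARE-Fluc cells in 5% FBS OPTI-MEM, 5000 cells/well, rested 2 h then exposed to compounds in concentration-response for 18-24 h at 37 °C. Viability by CellTiter-Fluor fluorescence (Ex 405/Em 525) after 30 min; luciferase luminescence (BugLite, 15 min, RT) read afterwards.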
CCT modulator = changes cytosolic chaperonin activity; 360,000 tested, 0.3% active; AID 651819; purified chaperonin ATPase assay, HTRF ADP detection, 30 min; activity change, % (concentration not given with the values), hits read low; in the data active = activity change below about -30%; also: % is scaled to controls: 0 for no effect and ±100 for the full control effect
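Nucleotide hydrolysis assay: TRiC at 20–40 nM final (set by batch activity) with 10 uM ATP, 30 min at 37 °C, in presence of 76 uM compound. Detection by competitive ADP HTRF, 30 min ambient.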
Abeta rescue = A-beta toxicity reversal in yeast | 410,000 tested, 0.063% active | yeast expressing A-beta42, growth rescue, OD600, 48 h; response scale: 0% DMSO, 100% iron-clioquinol control | Potency, µM (doses to about 46.1 µM), inactives show top-dose growth rescue, usual class: activators; also: potency is read from the fitted curve at half-maximal effect; nearly all actives have a fitted effect of over 55% in size
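Growth rescue measured by 600 nm absorbance after 48 h yeast culture at 30 C with compound. Values normalized between DMSO and an equimolar ferric chloride plus clioquinol control.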
pAkt inh = inhibitors of Akt phosphorylation. Neuro2A IGF-stimulated pAkt S473 HTRF, 20 min; active compounds read low. activity change, % for hits at 50 µM. 360,000 tested, 0.32% active. AID 651550; in the data active = activity change below about -80%; inconclusive = mostly about -51% to -80%; also: % is scaled to controls: 0 for no effect and ±100 for the full control effect
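Neuro2A cells in DMEM with 0.5% FBS, overnight at 37 deg C, given compound at single 50 µM final, then IGF (6 nM final) for 20 min at 37 deg C. Lysed; phospho-Akt Ser473 by HTRF after 24 h, 665/615 ratio.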
* hit, by the source's call; i = inactive; ? = inconclusive; · = no result given; [ ] = another dose, or the depositor's remark. Unless noted, calls follow the shape of the dose curve; as a rule, active = well fitted curve in the direction sought with a large enough effect; inconclusive = small, poorly fitted or top-dose-only effect, or another doubt; inactive = no such curve, though single readings can be large; an effect the other way counts as inactive or inconclusive. No enrichment for hits. About 4.3% of those tested had a hit in this group.

| compound | Mm-Cpn inhibitor | Nrf2 block | TGFb SMAD3 inh | Nrf2 ARE act | HepG2 tox | A549 tox | CCT modulator | Abeta rescue | pAkt inh |
| --- | --- | --- | --- | --- | --- | --- | --- | --- | --- |
| CC(NC(=O)c1ccc(F)cc1)c1nc2ccccc2n1Cc1ccccc1F (stereo not drawn) | 0% | -1% | -9% | 0.2% | -3% | 14% | -1.8 | 4% | i |
| Cc1ccc(OC2CCN(C(=O)[C@H]3O[C@@H](n4cnc5c(N)ncnc54)[C@H](O)[C@@H]3O)CC2)cc1 | · | · | -11% | 0.1% | -25% | · | 1.6 | -5% | i |
| Cc1cc(NC2C3CC4CC(C3)CC2C4)n2nnnc2n1 (stereo not drawn) | -1% | 5% | 1% | -0.3% | -1% | -2% | 0.7 | 1% | · |
| Cc1ccccc1CC1(CO)CCCN(Cc2nc(-c3cccs3)oc2C)C1 (stereo not drawn) | -1% | -3% | ? | 6.8% | -26% | -18% | -4.7 | -5% | i |
| Cc1ccc(OCc2nnc(N)s2)cc1C | 0% | 11% | 16% | 1.0% | -4% | -7% | 4.2 | -12% | i |
| COc1ccccc1NC(=O)Cn1cncc1-c1ccc([N+](=O)[O-])cc1 | 3% | -18% | -16% | -0.1% | -2% | -1% | 0.2 | -12% | i |
| O=C(NCc1ccccc1Cl)C(=O)c1c[nH]c2ccccc12 | 0% | -15% | 2% | -1.0% | -27% | 2% | -1.7 | 0% | i |
| COC(=O)Cc1c(O)ccn(Cc2cccc3ccccc23)c1=O | 0% | 7% | ? | -0.1% | 4% | -1% | 0.4 | 6% | i |
| O=Cc1c(NCCN2CCOCC2)c2ccccc2[nH]c1=O | 1% | -5% | 2% | -1.0% | 14% | -2% | -0.9 | -1% | i |
| Nc1ccnc(C(F)(F)F)c1C(=O)c1ccccc1 | 2% | · | 0% | -0.4% | -20% | -1% | -3.0 | 11% | i |
| CCn1c(SCC(=O)Nc2ccc3[nH]c(=O)[nH]c3c2)nnc1-c1ccccc1 | 1% | -6% | -9% | -0.5% | 0% | -5% | -0.6 | -10% | i |
| Cc1cccc(NC(=O)CSc2nc(C)c(Cc3ccccc3)c(=O)[nH]2)c1C | 1% | 17% | · | 0.5% | 2% | 1% | · | -7% | · |
| O=C(O)c1ccc(S(=O)(=O)c2ccc3c(c2)C(=O)N(c2ccc(O)cc2)C3=O)cc1 | 0% | -2% | -10% | -0.3% | -2% | -3% | -0.4 | 4% | i |
| O=C(CN(Cc1ccccc1)C(=O)c1ccco1)NCc1ccc(F)cc1 | 2% | -8% | 1% | 1.2% | 1% | -7% | -1.6 | -8% | i |
| CCOC(=O)c1cc(NC(=O)N(C(C)C)C2CCCCC2)c(C)nc1C | -1% | -1% | -4% | -0.2% | -6% | 3% | -0.8 | -13% | i |
| COc1ccc(NC(=O)C(=O)N/N=C/c2cc(C)n(-c3cccc(Cl)c3Cl)c2C)c(OC)c1 | 0% | -31% | 4% | 0.3% | -2% | 14% | -1.3 | 19% | i |
| CCCCSCCCNC(=O)c1ccc2c(c1)N(CC)C(=O)c1ccccc1S2=O (stereo not drawn) | 2% | 4% | -18% | 0.0% | -5% | -1% | 0.4 | -6% | i |
| CCOc1ccc2c(C)nc(NC3=NC(C)(C)C=C(C)N3)nc2c1 | -2% | -7% | ? | 1.9% | -34% | -13% | -5.1 | -20% | i |
| Cc1ccc(/C=C2\SC(=S)N(c3cccnc3)C2=O)cc1 | -5% | 9% | 0% | -1.0% | 4% | -3% | -3.2 | 14% | i |
| Cc1ccc2oc(C(=O)Nc3sc4c(c3C(=O)NCc3ccccc3)CCCC4)cc(=O)c2c1 | · | -3% | -7% | 0.1% | -3% | 0% | · | 7% | · |
| COC(=O)c1ccc(NC(=O)CN(c2ccc3c(c2)OCO3)S(C)(=O)=O)cc1 | -2% | 10% | -5% | 1.9% | 1% | -2% | -0.3 | 11% | i |
| Cc1cccc(Cn2nc(C)n3c(cc4cc(C)ccc43)c2=O)c1 | · | 20% | -3% | -0.4% | -3% | -1% | · | -8% | · |
| CCN(CC)CCCNC(=O)c1cc(Cl)c(NC(=O)C2=C(C)OCCS2)cc1OC | -1% | -12% | 12% | 2.9% | -1% | 11% | 0.9 | 4% | i |
| COc1cc(/C=C/C(=O)O)cc(S(=O)(=O)Nc2ccc3c(c2)OCO3)c1OC | 2% | 3% | -5% | 0.2% | 2% | 9% | 3.5 | -3% | i |
| Cc1ccc(C)c(NS(=O)(=O)c2cc(C(=O)NCCSC3CCCCC3)ccc2C)c1 | 0% | ? | ? | 0.7% | -29% | -30% | -0.9 | 13% | · |
| Cc1nn(-c2ccccc2)c(C)c1NC(=O)COc1ccc([N+](=O)[O-])cc1 | 0% | -10% | 9% | -0.2% | 2% | -9% | -0.6 | -2% | i |
| C=CCN(c1ccccc1)S(=O)(=O)c1cccc(C(=O)NC2CCC(O)CC2)c1 (stereo not drawn) | 2% | -9% | -7% | 0.0% | -24% | 4% | 1.2 | -1% | i |
| CCc1ccc(S(=O)(=O)c2nnn3c2nc(N(CC)Cc2ccccc2)c2cc(Cl)ccc23)cc1 | · | ? | -5% | -0.2% | -3% | 13% | · | -22% | · |
| CC(=O)OCC(=O)C1CCC2C3CCC4=CC(=O)C=CC4(C)C3CCC12C (stereo not drawn) | · | -24% | -9% | 4.8% | -1% | -3% | -0.3 | 14% | i |
| CC1(C)CC(=O)C(CC(=O)Nc2cc(C(F)(F)F)ccc2Cl)C(=O)C1 | 2% | -17% | 0% | -0.1% | -10% | 1% | 4.6 | -20% | i |
| CN1CCN(CC(=O)Nc2ccc(Cl)cc2Cl)CC1 | -6% | 13% | 7% | 0.1% | -13% | 6% | 0.0 | -13% | i |
| N=C1C(=O)OCC1c1ccccc1NC(=O)c1ccc(F)cc1 (stereo not drawn) | 0% | -4% | -19% | 0.4% | -1% | 3% | -2.9 | -20% | i |
| CC1CCCCN1Cc1c(O)ccc2c(=O)c(-c3ccc(Br)cc3)coc12 (stereo not drawn) | -16% | -8% | -10% | 0.1% | -1% | 2% | 7.9 | 21% | i |
| O=C(Nc1cccc([N+](=O)[O-])c1)C1CC(=O)N(C2CCCCC2)C1 (stereo not drawn) | 1% | -16% | -4% | 0.1% | -4% | -11% | 0.5 | -1% | i |
| O=C(O)CCCNC(=O)CCCNC(=O)C(c1ccccc1)c1ccccc1 | 1% | -15% | -2% | 0.6% | -3% | 0% | -1.7 | -6% | i |
| O=C(/C=C/c1ccccc1Cl)c1ccccc(=O)c1O | -3% | ? | ? | ? | -32% | ? | -2.1 | -44%[inhibitor] | i |
| CC(OC(=O)C1CCN(c2ccc(C(F)(F)F)cn2)CC1)C(=O)Nc1ccc(S(N)(=O)=O)cc1 (stereo not drawn) | -5% | 8% | 5% | -0.8% | 14% | 2% | -2.0 | 3% | i |
| CSc1ccccc1C(=O)NC1CCCN(Cc2ccccc2F)C1 (stereo not drawn) | -2% | 9% | 6% | -0.2% | -3% | 0% | -1.1 | 2% | i |
| O=S(=O)(c1ccc(-n2cnnn2)cc1)N1CCNCC1 | 1% | 4% | 9% | -0.6% | -1% | 1% | 0.8 | 6% | i |
| CCOc1ccc(C(=O)CCC(=O)Nc2ccccc2C)cc1 | 1% | 12% | -3% | 2.4% | 5% | -5% | 0.2 | 10% | i |
| O=C(CN1C(=O)NC2(CCCc3ccccc32)C1=O)NCc1ccc(Cl)cc1Cl (stereo not drawn) | 1% | 11% | -23% | -0.5% | -12% | -2% | -0.1 | 2% | i |
| CC(C(=O)N(C)Cc1ccccc1)N1CCN(C/C=C/c2ccccc2)CC1 (stereo not drawn) | -6% | -4% | -1% | 1.5% | 7% | 2% | -0.9 | -22% | i |
| CCCCn1c(N)c(N(CCC(C)C)C(=O)C2CC(=O)N(CCc3ccc(OC)c(OC)c3)C2)c(=O)[nH]c1=O (stereo not drawn) | 1% | 16% | 2% | 0.2% | -11% | 5% | -0.4 | -13% | i |

Molecules from the list above containing fluorine, in the order listed:
| compound | Mm-Cpn inhibitor | Nrf2 block | TGFb SMAD3 inh | Nrf2 ARE act | HepG2 tox | A549 tox | CCT modulator | Abeta rescue | pAkt inh |
| --- | --- | --- | --- | --- | --- | --- | --- | --- | --- |
| CC(NC(=O)c1ccc(F)cc1)c1nc2ccccc2n1Cc1ccccc1F (stereo not drawn) | 0% | -1% | -9% | 0.2% | -3% | 14% | -1.8 | 4% | i |
| Nc1ccnc(C(F)(F)F)c1C(=O)c1ccccc1 | 2% | · | 0% | -0.4% | -20% | -1% | -3.0 | 11% | i |
| O=C(CN(Cc1ccccc1)C(=O)c1ccco1)NCc1ccc(F)cc1 | 2% | -8% | 1% | 1.2% | 1% | -7% | -1.6 | -8% | i |
| CC1(C)CC(=O)C(CC(=O)Nc2cc(C(F)(F)F)ccc2Cl)C(=O)C1 | 2% | -17% | 0% | -0.1% | -10% | 1% | 4.6 | -20% | i |
| N=C1C(=O)OCC1c1ccccc1NC(=O)c1ccc(F)cc1 (stereo not drawn) | 0% | -4% | -19% | 0.4% | -1% | 3% | -2.9 | -20% | i |
| CC(OC(=O)C1CCN(c2ccc(C(F)(F)F)cn2)CC1)C(=O)Nc1ccc(S(N)(=O)=O)cc1 (stereo not drawn) | -5% | 8% | 5% | -0.8% | 14% | 2% | -2.0 | 3% | i |
| CSc1ccccc1C(=O)NC1CCCN(Cc2ccccc2F)C1 (stereo not drawn) | -2% | 9% | 6% | -0.2% | -3% | 0% | -1.1 | 2% | i |

Screening data (PubChem)
